HSF1 inh = HSF1 inhibition. NIH3T3-HGL HSE-luciferase, MG132-induced, luminescence 8 h; hits give low values. activity change, negative = inhibition, % at 7.5 µM (by protocol). 0.77% of 300,000 active. AID 2098;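 active = more than half of replicate wells show activity change below -50%, luminescence cut by over half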;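 note: luciferase reports HSF-1 transcriptional activity via heat shock element; 0% = median of DMSO wells and -100% = zero luminescence signal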
KLF5 inh = inhibitors of KLF5 expression | DLD-1 KLF5 promoter-luciferase reporter, luminescence | inhibition, % at 5 µM | 0.23% of 290,000 active;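 active = inhibition above a per-plate limit of that plate's mean compound inhibition plus 3 SD, cut at about 60% in these data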;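 note: 0% = DMSO wells and 100% = LY294002 at 200 µM; higher means less KLF5 promoter-driven luciferase light; inactives centre near -14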
Platelet DG rel = platelet dense granule release activity; human platelet-rich plasma, SFLLRN dense granule ATP release, luminescence; inhibition, %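 (compounds screened at 7.5 µM in platelet-rich plasma)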; 0.22% of 300,000 active;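 active = mean replicate score, as percent of positive control, at or above 50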
aSyn 5UTR inh = MLPCN primary screen, SNCA 5' untranslated region | alpha-synuclein 5'UTR reporter, inhibitor activity | inhibition, % (tested at 7.5 µM) | 0.82% of 300,000 active | AID 1813; in the data active = inhibition above about 60%;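 note: H4 neuroglioblastoma cells stably carrying SNCA 5'UTR luciferase fusion; 0% = DMSO wells and 100% = positive control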
HSP90 refold inh = inhibitors of HSP90 luciferase refolding in rabbit reticulocyte lysate. luciferase refolding luminescence, 3 h. 0.91% of 290,000 active. inhibition, % at 5.6 µM;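 active = inhibition above the screen-wide mean plus 3 SD, computed separately per campaign, cut at about 16% in these data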;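 note: 0% = DMSO wells and 100% = 60 µM geldanamycin wells; inhibitors lower the luminescence because luciferase stays unfolded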
SKKanGAS inh = inhibitors of SKKanGAS S. pyogenes growth in kanamycin (SK-promoter or general growth effect) | inhibition, % at 7.5 µM | AID 1662 | 1.3% of 300,000 active | BacTiter-Glo, 6 h;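 active = mean replicate score, as percent of positive control median, at least 50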;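 note: strain carries kanamycin resistance gene driven by streptokinase promoter and grows in 40 µg/ml kanamycin; loss of luminescence reflects streptokinase promoter inhibition or plain growth inhibition; 0% = median of DMSO wells and 100% = positive control at its reference dose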
IEC-6 cytotox = kills IEC-6 intestinal cells in KLF5 counter-screen. IEC-6 cytotoxicity, luminescence viability. inhibition, % at 5 µM. 0.78% of 290,000 active. AID 1825; in the data active = inhibition above about 22%;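 note: 0% = plate median of test compound wells and 100% = cytotoxic reference compound wells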
HSF1 activator = increases HSF-1 driven luciferase reporter signal; 1.7% of 300,000 active; activation, % at 9 µM; NIH3T3-HGL HSF-1 luciferase reporter, MG132, 8 h; 100% = twice DMSO control signal;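 active = mean replicate activation of at least 50% with a set share of replicates each reaching 50%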;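 note: 0% = median of the neutral control wells and 100% = twice that signal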
AI-2 QS mod = modulators of Vibrio harveyi AI-2 quorum sensing system; Vibrio harveyi JMH597 AI-2 luminescence/OD600 ratio, 9 h; hits give low values; strain lacks LuxN and CqsS sensors; 0 = neutral-control median; activity change, % at 7.5 µM; 0.4% of 300,000 active; AID 2094; in the data active = activity change below about -75%, passing the limit was not always enough;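 note: luminescence divided by OD600 gain over 9 h not by final OD600 alone; inactives centre near 13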
HIF act = HIF pathway transcriptional activation; U2OS HRE-luciferase reporter, luminescence; normalized: DMSO 0%, desferrioxamine 100%; activation, % at 7.5 µM (by protocol); 0.32% of 300,000 active;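 active = mean activation of at least 10% of the iron chelator positive control signal, with at least half of replicates also reaching 10%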
The depositor's hits bear a star; x = no result given. Compounds were not picked by outcome. About 6% of those tested had a hit in this group.

Fields: HSF1 inh | KLF5 inh | Platelet DG rel | aSyn 5UTR inh | HSP90 refold inh | SKKanGAS inh | IEC-6 cytotox | HSF1 activator | AI-2 QS mod | HIF act
#1 Cc1ccc(-c2cc(C(=O)N/N=C/c3cccnc3)n[nH]2)o1
 : -6 | -1 | 6 | 0 | 0 | 0 | 10 | -9 | 20 | 0.3
#2 CCOC(=O)c1[nH]c2ccc(OC)cc2c1NC(=S)N1CCN(c2cccc(C)c2C)CC1
 : -3 | -1 | 3 | -58 | 0 | 23 | 6 | 7 | 31 | 1.5
#3 COc1ccc(NC(=O)N2CCN(C(=O)c3ccco3)CC2)c(OC)c1
 : -5 | -14 | 9 | 3 | -2 | 6 | 4 | -11 | 16 | -0.1
#4 O=C(O)CCc1ccc(-c2ccc(Br)cc2)n1NC(=O)c1ccc([N+](=O)[O-])cc1
 : 10 | -26 | 11 | 13 | 2 | -6 | 4 | 31 | -1 | -0.4
#5 CCc1nnc(NC(=O)c2ccc(F)c(S(=O)(=O)N3CCCCC3)c2)s1
 : -1 | -13 | 11 | -7 | 4 | -2 | -6 | -4 | 16 | 0.5
#6 Cc1cc(NC(=O)CSc2nnc(C)c(=O)[nH]2)no1
 : -3 | x | 0 | 19 | x | -1 | x | 15 | 7 | -0.1
#7 Nc1nc(N)c(N=Nc2ccc(SCC(=O)O)cc2)c(=O)[nH]1
 : 12 | -11 | 0 | -3 | 0 | 5 | -2 | -13 | 17 | 0.1
#8 CCC(=O)NCCc1nc2cc(NC(=O)c3ccc(Cl)cc3)ccc2n1C
 : 3 | -149 | 3 | -175 | 2 | 4 | -4 | 14 | 36 | -0.2
#9 C/C(=N/NS(=O)(=O)c1ccc(C(C)(C)C)cc1)c1ccc2c(c1)OCO2
 : 1 | -35 | 3 | 22 | -2 | 0 | -5 | 1 | 21 | -0.4
#10 O=C(NC(=S)Nc1ccc(N2CCOCC2)cc1)c1ccccc1
 : 33 | -62 | -1 | -148 | 1 | 9 | 3 | 31 | 22 | 2.4
#11 CN(CC(=O)Nc1cccc2c1CCCC2)S(=O)(=O)c1ccc(Br)cc1
 : -19 | -15 | -4 | 11 | -1 | 4 | -7 | -35 | -1 | -0.3
#12 O=C(CCN1C(=O)CSC1=O)Nc1ccc(Br)cc1
 : -1 | -9 | -1 | -20 | 1 | -4 | -1 | 9 | -80* | -0.1
#13 COc1cc(OC)c(C2=NOC(C(=O)NCc3ccc4c(c3)OCO4)C2)cc1Cl (stereo not given)
 : 1 | 7 | -34 | 18 | 0 | -5 | 5 | 8 | 16 | 1.4
#14 NNC(=O)CNC(c1ccccc1)c1cc(Br)ccc1NC(=O)CCN1CCOCC1 (stereo not given)
 : 4 | -15 | -5 | 5 | 0 | 42 | -1 | 6 | -6 | -0.2
#15 Cc1cc(C)cc(NC(=O)CN2CCC(NC(=O)c3ccccc3F)CC2)c1
 : -4 | -14 | 14 | 17 | -2 | 1 | -10 | -5 | x | 0.3
#16 Cc1cc2nc3n(c2cc1C)CC1CC(C(=O)NCC2CC2)N(C)C31 (stereo not given)
 : -20 | x | 1 | -20 | x | -2 | x | -33 | 3 | 0.2
#17 Cc1cc(C(=O)N2CCN(S(=O)(=O)c3ccccc3)CC2)c(C)o1
 : -2 | -15 | -6 | 7 | -2 | 0 | -2 | 1 | 22 | -0.3
#18 Cc1nn(Cc2ccccc2)c(Cl)c1C(=O)OCC(=O)NC(=O)NC12CC3CC(CC(C3)C1)C2
 : 3 | 3 | 7 | 7 | -2 | 24 | 0 | 15 | 25 | -0.6
#19 CCn1cc(C2C(C(=O)Nc3ccc(Br)cn3)=C(C)NC3=C2C(=O)CCC3)c(C)n1 (stereo not given)
 : 3 | -14 | -40 | 19 | -2 | -5 | -4 | -1 | 31 | -0.2
#20 Cc1cccc(OCC(=O)Nc2nc3ccc([N+](=O)[O-])cc3s2)c1
 : 11 | -22 | 0 | -28 | 2 | 2 | 3 | 9 | -53 | x

AI-2 QS mod: entries above that show a hit
item | smiles | HSF1 inh | KLF5 inh | Platelet DG rel | aSyn 5UTR inh | HSP90 refold inh | HSF1 activator | AI-2 QS mod
12 | O=C(CCN1C(=O)CSC1=O)Nc1ccc(Br)cc1 | -1 | -9 | -1 | -20 | 1 | 9 | -80*

As entered above.
entry 17 in HSF1 activator shows 1
entry 7 in SKKanGAS inh shows 5
entry 9 in HIF act shows -0.4
entry 8 in KLF5 inh shows -149
entry 2 in SKKanGAS inh shows 23

Six records picked at random from the list so far:
Fields: HSF1 inh | KLF5 inh | Platelet DG rel | aSyn 5UTR inh | HSP90 refold inh | SKKanGAS inh | IEC-6 cytotox | HSF1 activator | AI-2 QS mod | HIF act
#9 C/C(=N/NS(=O)(=O)c1ccc(C(C)(C)C)cc1)c1ccc2c(c1)OCO2
 : 1 | -35 | 3 | 22 | -2 | 0 | -5 | 1 | 21 | -0.4
#7 Nc1nc(N)c(N=Nc2ccc(SCC(=O)O)cc2)c(=O)[nH]1
 : 12 | -11 | 0 | -3 | 0 | 5 | -2 | -13 | 17 | 0.1
#15 Cc1cc(C)cc(NC(=O)CN2CCC(NC(=O)c3ccccc3F)CC2)c1
 : -4 | -14 | 14 | 17 | -2 | 1 | -10 | -5 | x | 0.3
#20 Cc1cccc(OCC(=O)Nc2nc3ccc([N+](=O)[O-])cc3s2)c1
 : 11 | -22 | 0 | -28 | 2 | 2 | 3 | 9 | -53 | x
#10 O=C(NC(=S)Nc1ccc(N2CCOCC2)cc1)c1ccccc1
 : 33 | -62 | -1 | -148 | 1 | 9 | 3 | 31 | 22 | 2.4
#18 Cc1nn(Cc2ccccc2)c(Cl)c1C(=O)OCC(=O)NC(=O)NC12CC3CC(CC(C3)C1)C2
 : 3 | 3 | 7 | 7 | -2 | 24 | 0 | 15 | 25 | -0.6

(more compounds)
Fields: HSF1 inh | KLF5 inh | Platelet DG rel | aSyn 5UTR inh | HSP90 refold inh | SKKanGAS inh | IEC-6 cytotox | HSF1 activator | AI-2 QS mod | HIF act
#21 Cc1ccc2cc(CN(Cc3ccco3)C(=S)NCC3CCCO3)c(=O)[nH]c2c1 (stereo not given)
 : 22 | 0 | 3 | 34 | 9 | -5 | 11 | 38 | 9 | 0.1
#22 CC1CCN(C(=S)NC(=O)c2ccccc2Br)CC1
 : 0 | -12 | 18 | 4 | 0 | 35 | 6 | -6 | 2 | -0.4
#23 Cc1ccc(C)c(NS(=O)(=O)c2c(C)[nH]c(C)c2C(=O)N2CCCCC2)c1
 : 4 | 11 | 4 | 26 | 4 | 11 | 3 | 16 | -3 | 0.0
#24 CCN(Cc1nc2ccccc2c(=O)[nH]1)Cc1nc2ccsc2c(=O)[nH]1
 : 1 | 22 | 14 | 26 | 10 | -1 | 16 | -11 | 14 | 0.3
#25 O=C(Nc1cc(F)ccc1F)C1CCCN(c2ncnc3c2nc2n3CCCCC2)C1 (stereo not given)
 : -5 | -10 | 1 | 14 | -3 | 7 | 11 | -4 | 6 | -0.5
#26 O=[N+]([O-])c1ccccc1N/N=C\c1ccccc1F
 : 28 | -43 | 5 | -165 | 1 | 3 | -6 | 65* | -9 | 3.1

3 entries from above, ordered by their value in HSF1 activator, low to high:
| cpd | Molecule | HSF1 activator |
| --- | --- | --- |
| 25 | O=C(Nc1cc(F)ccc1F)C1CCCN(c2ncnc3c2nc2n3CCCCC2)C1 (stereo not given) | -4 |
| 21 | Cc1ccc2cc(CN(Cc3ccco3)C(=S)NCC3CCCO3)c(=O)[nH]c2c1 (stereo not given) | 38 |
| 26 | O=[N+]([O-])c1ccccc1N/N=C\c1ccccc1F | 65* |
